High-throughput results as filed in PubChem.
GPR35 arrestin U2OS = inhibition of zaprinast-stimulated GPR35 beta-arrestin translocation – imaging, U2OS, beta-arrestin-GFP, zaprinast agonist, primary screen (AID 2058); U2OS GPR35 beta-arrestin-GFP translocation imaging, zaprinast antagonism; higher % means a stronger effect; one-dose inhibition, % at 10 µM; IC50 in µM for titrated hits; hit rate 0.052% among 290,000;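 active = inhibition of at least 50% with at least 30 cells and total cytoplasm GFP at most 10,000,000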
NOD1 inhibition = NOD1 signaling inhibitors, primary screen, cell-based, luminescence, uHTS (AID 1578); NOD1-driven NF-kB luciferase reporter cells, luminescence; higher % means a stronger effect; inhibition, % at 4 µM; hits with a dose series show EC50 in µM; hit rate 1% among 290,000; in the data active = inhibition mostly above about 36%, no sharp cut-off; inactive = mostly below about 34%;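 also: HEK-293T reporter cells stimulated with the NOD1 agonist gamma-tri-DAP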
GPR55 activation = selective activators of receptor GPR55 – imaging, U2OS cells, beta-arrestin-GFP redistribution, primary screen (AID 1961). one-dose activation, % at 10 µM; EC50 in µM for titrated hits. U2OS GPR55 beta-arrestin-GFP redistribution imaging; higher % means a stronger effect. hit rate 0.048% among 290,000;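 active = activation above 40% with more than 50 cells counted in the well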;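 also: U2OS osteosarcoma cells stably expressing GPR55 and beta-arrestin-GFP; plate controls were DMSO negative control for no effect and LPI positive control for full effect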
HEK293 NOD2/NF-kB = inhibition of NOD2-driven NF-kB reporter – cell-based, luminescence, uHTS, HEK293 (AID 1566); HEK293 NOD2/NF-kB luciferase reporter, luminescence; higher % means a stronger effect; inhibition, % at 4 µM, or EC50 in µM where a hit was titrated; hit rate 0.63% among 290,000; also: many of its hits are not listed in these tables
GPR55 LPI antagonism = GPR55 antagonists blocking LPI-driven arrestin recruitment, primary screen, imaging, U2OS, beta-arrestin-GFP, LPI agonist (AID 2013); hit rate 0.13% among 290,000; one-dose inhibition, % at 10 µM; IC50 in µM for titrated hits; U2OS GPR55 beta-arrestin-GFP translocation imaging, LPI antagonism; higher % means a stronger effect;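 active = spots per cell inhibited over 60%, with over 100 cells counted and total cytoplasm intensity under 500,000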;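 also: U2OS cells stably carrying GPR55 and arrestin-GFP stimulated by 5 µM LPI near EC80; imaged beta-arrestin-GFP aggregate spots per cell after agonist stimulation; plate controls were LPI-stimulated DMSO wells for no effect and DMSO wells without LPI for full effect; some results filed as inactive read as strong as hits; confirmed hits need IC50 under 10 µM and bright autofluorescent wells are also inconclusive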
KOR beta-arrestin-1 = kappa opioid receptor activators – cell-based, luminescence, uHTS, primary screen (AID 1777); hit rate 0.02% among 280,000; one-dose activation, % at 10 µM; EC50 in µM for titrated hits; KOR beta-arrestin recruitment, luminescence; higher % means a stronger effect; in the data active = activation above about 50%, passing the limit was not always enough; also: a part of the inactive calls stands beside numbers as strong as those of hits
Myeloid diff 2 = myeloid differentiation induction | hit rate 1% among 360,000 | ER-HoxA9 myeloid progenitors, lysozyme-GFP differentiation, flow cytometry | calls only at 10 µM;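 active = normalized GFP-positive differentiation at or above the plate's own cutoff, the solvent-only control mean plus 3 SD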;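 also: cells exposed to compound for four days before flow analysis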
HIV peptide binding = cell-free HIV fusion peptide-binding blockers – biochemical, uHTS, fluorescence dequenching, primary screen (AID 1986); cell-free peptide binding, fluorescence dequenching, 30 min; higher % means a stronger effect; inhibition, % at 20 µM, or IC50 in µM where a hit was titrated; hit rate 0.3% among 290,000; in the data active = inhibition mostly above about 52%, no sharp cut-off; inactive = mostly below about 76%; also: some results filed as inactive read as strong as hits
KOR beta-arrestin-2 = KOR antagonists, beta-arrestin recruitment, cell-based, luminescence, uHTS (AID 1778). KOR beta-arrestin recruitment, luminescence, antagonist mode; higher % means a stronger effect. inhibition, % at 10 µM, or IC50 in µM where a hit was titrated. hit rate 0.091% among 290,000; also: strong numbers were not always called active
Myeloid diff 2 GFP+ MAC1+ % = also measured in Myeloid diff 2; calls as there; GFP+ MAC1+ double positive, %; measured here: differentiation confirmed by MAC1 staining
The depositor's hits bear a star; [ ] = another dose, or the depositor's remark. Rule as the data show it, unless noted: active = inhibition above about 50%; inactive = the rest. Some of the compounds tested. The share of hits here may be higher or lower than overall.

What do the screens show for `O=C(O)C1CCCN(S(=O)(=O)c2ccccc2[N+](=O)[O-])C1` (stereo unspecified)?
GPR35 arrestin U2OS: -8%; NOD1 inhibition: -2%; GPR55 activation: 0.1%; HEK293 NOD2/NF-kB: 10%; GPR55 LPI antagonism: -18%; KOR beta-arrestin-1: -1.5%; Myeloid diff 2: inactive; HIV peptide binding: 2.1%; KOR beta-arrestin-2: -8%[20 µM]; Myeloid diff 2 GFP+ MAC1+ %: 0.7

What do the screens show for `Clc1c(CSc2nc3ccccc3o2)nc2sccn12`?
GPR35 arrestin U2OS: 4%; NOD1 inhibition: -50%; GPR55 activation: 0.2%; HEK293 NOD2/NF-kB: -153%; GPR55 LPI antagonism: 10%; KOR beta-arrestin-1: -2.8%; Myeloid diff 2: inactive; HIV peptide binding: -2.5%; KOR beta-arrestin-2: 55%; Myeloid diff 2 GFP+ MAC1+ %: 3.4

Results for O=C(NCCc1c[nH]c2ccccc12)C1CCN(S(=O)(=O)c2ccc(F)cc2)CC1 ?
GPR35 arrestin U2OS: 13%; NOD1 inhibition: -15%; GPR55 activation: -0.1%; HEK293 NOD2/NF-kB: -52%; GPR55 LPI antagonism: -15%; KOR beta-arrestin-1: 0.6%; Myeloid diff 2: inactive; HIV peptide binding: 3.3%; KOR beta-arrestin-2: -2%; Myeloid diff 2 GFP+ MAC1+ %: 0.8

What do the screens show for `CCCn1c(=O)c(C(=O)Nc2c(C)n(C)n(-c3ccccc3)c2=O)c(O)c2ccccc21`?
GPR35 arrestin U2OS: -2%; NOD1 inhibition: 14%; GPR55 activation: -0.2%; HEK293 NOD2/NF-kB: 1%; GPR55 LPI antagonism: -1%; KOR beta-arrestin-1: 12%; Myeloid diff 2: inactive; HIV peptide binding: -0.5%; KOR beta-arrestin-2: -31%; Myeloid diff 2 GFP+ MAC1+ %: 1.7

Results for COc1ccc(S(=O)(=O)CC(=O)Nc2ccccc2Cl)cc1 ?
GPR35 arrestin U2OS: 11%; NOD1 inhibition: 31%; GPR55 activation: -0.1%; HEK293 NOD2/NF-kB: -8%; GPR55 LPI antagonism: 6%; KOR beta-arrestin-1: 15%; Myeloid diff 2: inactive; HIV peptide binding: -1.3%; KOR beta-arrestin-2: -41%[20 µM]; Myeloid diff 2 GFP+ MAC1+ %: 0.5

What do the screens show for `Cn1c(=O)n(C)c2cc(/C=N/n3cnnc3)ccc21`?
GPR35 arrestin U2OS: 16%; NOD1 inhibition: 11%; GPR55 activation: 0.5%; HEK293 NOD2/NF-kB: 15%; GPR55 LPI antagonism: 10%; KOR beta-arrestin-1: 1.7%; Myeloid diff 2: inactive; HIV peptide binding: -0.3%; KOR beta-arrestin-2: 26%; Myeloid diff 2 GFP+ MAC1+ %: 0.6

How did COc1ccc(N(C)S(=O)(=O)c2cccc(C(=O)OCC(=O)NCc3ccccc3OC)c2)cc1 do in these assays?
GPR35 arrestin U2OS: -5%; NOD1 inhibition: 22%; GPR55 activation: -0.1%; HEK293 NOD2/NF-kB: -26%; GPR55 LPI antagonism: 10%; Myeloid diff 2: inactive; HIV peptide binding: -1.5%; KOR beta-arrestin-2: 18%; Myeloid diff 2 GFP+ MAC1+ %: 1.0

Results for Cc1cc(C(=O)N/N=C/c2c(C)[nH]c3ccccc23)n[nH]1 ?
GPR35 arrestin U2OS: -6%; NOD1 inhibition: -13%; GPR55 activation: 0.1%; HEK293 NOD2/NF-kB: 0%; GPR55 LPI antagonism: -8%; KOR beta-arrestin-1: 2.9%; Myeloid diff 2: inactive; HIV peptide binding: -2.0%; KOR beta-arrestin-2: 4%; Myeloid diff 2 GFP+ MAC1+ %: 0.3

How did Cc1ccc2oc(=O)c3cnn(CC(=O)N4CCCCCC4)c3c2c1 do in these assays?
GPR35 arrestin U2OS: 1%; NOD1 inhibition: -2%; GPR55 activation: 0.3%; HEK293 NOD2/NF-kB: 1%; GPR55 LPI antagonism: 14%; KOR beta-arrestin-1: -7.5%; Myeloid diff 2: inactive; HIV peptide binding: -2.4%; KOR beta-arrestin-2: -1%; Myeloid diff 2 GFP+ MAC1+ %: 1.0

What do the screens show for `CN1CCN(CCC(=O)N/N=C/c2cc3c(cc2[N+](=O)[O-])OCO3)CC1`?
GPR35 arrestin U2OS: -3%; NOD1 inhibition: -25%; GPR55 activation: -0.1%; HEK293 NOD2/NF-kB: 3%; GPR55 LPI antagonism: 13%; KOR beta-arrestin-1: -0.8%; Myeloid diff 2: inactive; HIV peptide binding: -1.3%; KOR beta-arrestin-2: 18%; Myeloid diff 2 GFP+ MAC1+ %: 0.4

How did COc1ccc(OCCn2ccnc2)cc1 do in these assays?
GPR35 arrestin U2OS: -2%; NOD1 inhibition: -27%; GPR55 activation: 1.0%; HEK293 NOD2/NF-kB: 0%; GPR55 LPI antagonism: 12%; KOR beta-arrestin-1: -1.9%; Myeloid diff 2: inactive; HIV peptide binding: -1.3%; KOR beta-arrestin-2: -29%[20 µM]; Myeloid diff 2 GFP+ MAC1+ %: 0.4

What do the screens show for `C/C(=N\Nc1ccc([N+](=O)[O-])cc1)c1ccc2c(c1)OCO2`?
GPR35 arrestin U2OS: -7%; NOD1 inhibition: -40%; GPR55 activation: 0.1%; HEK293 NOD2/NF-kB: -42%; GPR55 LPI antagonism: 3%; KOR beta-arrestin-1: -4.4%; Myeloid diff 2: inactive; HIV peptide binding: -1.5%; KOR beta-arrestin-2: -5%; Myeloid diff 2 GFP+ MAC1+ %: 1.1

What do the screens show for `Nn1cnc2c([nH]c3ccccc32)c1=O`?
GPR35 arrestin U2OS: 4%; NOD1 inhibition: 5%; GPR55 activation: -0.1%; HEK293 NOD2/NF-kB: 5%; GPR55 LPI antagonism: -6%; KOR beta-arrestin-1: 1.0%; Myeloid diff 2: inactive; HIV peptide binding: 0.0%; KOR beta-arrestin-2: 26%; Myeloid diff 2 GFP+ MAC1+ %: 0.6

Results for COc1ccc(/C=C2\CCCC3C2=NC(=S)NC3c2ccc(OC)cc2)cc1 (stereo unspecified) ?
GPR35 arrestin U2OS: -4%; NOD1 inhibition: 10%; GPR55 activation: 0.0%; HEK293 NOD2/NF-kB: -2%; GPR55 LPI antagonism: -6%; KOR beta-arrestin-1: -0.6%; Myeloid diff 2: inactive; HIV peptide binding: 90%; KOR beta-arrestin-2: 13%; Myeloid diff 2 GFP+ MAC1+ %: 0.5

How did Cc1ccc(OC(C)C)c(CN(CCO)CCO)c1 do in these assays?
GPR35 arrestin U2OS: -10%; NOD1 inhibition: -2%; GPR55 activation: -0.1%; HEK293 NOD2/NF-kB: -2%; GPR55 LPI antagonism: -10%; KOR beta-arrestin-1: -2.0%; Myeloid diff 2: inactive; HIV peptide binding: 2.5%; KOR beta-arrestin-2: 0%; Myeloid diff 2 GFP+ MAC1+ %: 1.0

Two entries drawn at random from those above, as already listed:
Results for O=C(NCCc1c[nH]c2ccccc12)C1CCN(S(=O)(=O)c2ccc(F)cc2)CC1 ?
GPR35 arrestin U2OS: 13%; NOD1 inhibition: -15%; GPR55 activation: -0.1%; HEK293 NOD2/NF-kB: -52%; GPR55 LPI antagonism: -15%; KOR beta-arrestin-1: 0.6%; Myeloid diff 2: inactive; HIV peptide binding: 3.3%; KOR beta-arrestin-2: -2%; Myeloid diff 2 GFP+ MAC1+ %: 0.8

What do the screens show for `O=C(O)C1CCCN(S(=O)(=O)c2ccccc2[N+](=O)[O-])C1` (stereo unspecified)?
GPR35 arrestin U2OS: -8%; NOD1 inhibition: -2%; GPR55 activation: 0.1%; HEK293 NOD2/NF-kB: 10%; GPR55 LPI antagonism: -18%; KOR beta-arrestin-1: -1.5%; Myeloid diff 2: inactive; HIV peptide binding: 2.1%; KOR beta-arrestin-2: -8%[20 µM]; Myeloid diff 2 GFP+ MAC1+ %: 0.7

(cont.)
Results for CC(=O)Nc1ccc(S(=O)(=O)Nc2nc3n(n2)C(c2ccccc2)CC(=O)N3)cc1 (stereo unspecified) ?
GPR35 arrestin U2OS: 5%; NOD1 inhibition: -6%; GPR55 activation: -0.1%; HEK293 NOD2/NF-kB: 6%; GPR55 LPI antagonism: 1%; KOR beta-arrestin-1: -2.9%; Myeloid diff 2: inactive; HIV peptide binding: 0.8%; KOR beta-arrestin-2: 15%; Myeloid diff 2 GFP+ MAC1+ %: 0.8

Results for COc1ccc(NC(=O)c2ccccc2Cl)c(NC(=O)c2ccco2)c1 ?
GPR35 arrestin U2OS: -6%; NOD1 inhibition: -11%; GPR55 activation: -0.1%; HEK293 NOD2/NF-kB: 1%; GPR55 LPI antagonism: 15%; KOR beta-arrestin-1: 0.9%; Myeloid diff 2: inactive; HIV peptide binding: -1.4%; KOR beta-arrestin-2: -52%; Myeloid diff 2 GFP+ MAC1+ %: 4.5

What do the screens show for `COc1ccc(-c2c(-c3ccccc3OC)sc3ccccc23)cc1OC`?
GPR35 arrestin U2OS: -3%; NOD1 inhibition: -17%; GPR55 activation: 0.5%; HEK293 NOD2/NF-kB: -2%; GPR55 LPI antagonism: -18%; KOR beta-arrestin-1: -3.3%; Myeloid diff 2: inactive; HIV peptide binding: 1.9%; KOR beta-arrestin-2: -49%[20 µM]; Myeloid diff 2 GFP+ MAC1+ %: 1.8

Results for Cc1cccc(C(=O)NC2CCN(C(=O)N3CCOCC3)CC2)c1 ?
GPR35 arrestin U2OS: -3%; NOD1 inhibition: 3%; GPR55 activation: -0.2%; HEK293 NOD2/NF-kB: 14%; GPR55 LPI antagonism: 22%; KOR beta-arrestin-1: -2.8%; Myeloid diff 2: active; HIV peptide binding: 1.0%; KOR beta-arrestin-2: -3%; Myeloid diff 2 GFP+ MAC1+ %: 27*

Results for Clc1ccc(-n2nnnc2-c2cnc(-c3ccccn3)nc2-c2cccs2)cc1 ?
GPR35 arrestin U2OS: -3%; NOD1 inhibition: -22%; GPR55 activation: 0.3%; HEK293 NOD2/NF-kB: 11%; GPR55 LPI antagonism: 6%; KOR beta-arrestin-1: 5.3%; Myeloid diff 2: inactive; HIV peptide binding: -1.8%; KOR beta-arrestin-2: 15%; Myeloid diff 2 GFP+ MAC1+ %: 0.7

Results for O=C(CCCC(=O)N(CC(=O)NC1CCCC1)c1ccc(F)c(Cl)c1)Nc1ccccn1 ?
GPR35 arrestin U2OS: -4%; NOD1 inhibition: 4%; GPR55 activation: -0.1%; HEK293 NOD2/NF-kB: -19%; GPR55 LPI antagonism: -8%; KOR beta-arrestin-1: -1.0%; Myeloid diff 2: inactive; HIV peptide binding: 0.7%; KOR beta-arrestin-2: -46%; Myeloid diff 2 GFP+ MAC1+ %: 0.7

What do the screens show for `Cc1[nH]nc2c1C(c1cccs1)C1=C(CCCC1=O)N2` (stereo unspecified)?
GPR35 arrestin U2OS: -3%; NOD1 inhibition: -37%; GPR55 activation: 0.0%; HEK293 NOD2/NF-kB: -6%; GPR55 LPI antagonism: 29%; KOR beta-arrestin-1: -6.5%; Myeloid diff 2: inactive; HIV peptide binding: -1.1%; KOR beta-arrestin-2: 34%; Myeloid diff 2 GFP+ MAC1+ %: 0.3
